TRPC6 inh = mouse TRPC6 channel inhibitors, primary screen, cell-based, HEK293, membrane potential dye; Short transient receptor potential channel 6 (Mus musculus), Q61143; ACh-evoked depolarization; hits give low values; B-score at 10 µM; 310,000 compounds, 1.1% hits;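 active = B-score under library mean minus 3 SD, initial fluorescence not abnormally high, positive integrated signal ratio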;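 also: B-score derived from integrated fluorescence ratio over the kinetic read; more negative B-score means stronger inhibition of depolarization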
MrgX1 antag = antagonists of human MrgX1 receptor, primary screen, HEK293 cells, Fluo-4 calcium flux; 310,000 compounds, 1.3% hits; BAM8-22 antagonism; hits give low values; AID 588676, 2011; B-score at 10 µM;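 active = calcium-response B-score plate-corrected more than 3 library SD below zero, starting fluorescence within 5 deviations, no agonist response on first addition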;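 also: peak minus trough fluorescence over baseline after final BAM8-22 challenge near maximal dose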
Target sequence (Q96LB2 whole entry, looked up): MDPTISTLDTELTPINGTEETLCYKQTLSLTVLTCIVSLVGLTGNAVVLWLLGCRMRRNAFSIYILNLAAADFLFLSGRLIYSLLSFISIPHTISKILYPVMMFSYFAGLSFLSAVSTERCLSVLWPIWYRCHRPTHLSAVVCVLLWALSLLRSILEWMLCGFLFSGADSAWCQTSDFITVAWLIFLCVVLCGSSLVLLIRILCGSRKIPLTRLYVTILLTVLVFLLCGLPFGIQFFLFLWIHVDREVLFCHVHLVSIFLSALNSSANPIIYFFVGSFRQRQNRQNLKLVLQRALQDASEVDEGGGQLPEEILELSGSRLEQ
TRPC4 PAM = positive allosteric modulators of TRPC4, primary screen, cell-based, mouse TRPC4beta, HEK293 mu-opioid, Fluo-4 calcium; Short transient receptor potential channel 4 (Mus musculus), Q9QUQ5; DAMGO EC20, Fluo-4 Ca2+ flux; hits give high values; B-score at 10 µM; 310,000 compounds, 0.42% hits;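 active = B-score of calcium response area above 5 SD of library B-scores, with initial fluorescence ratio within 5 SD of library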;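 also: B-score of integrated fluorescence ratio over time as area under calcium response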
MrgX1 ag = agonists of human MrgX1 receptor, primary screen, HEK293 cells, Fluo-4 calcium flux; Fluo-4 calcium fluorescence, agonist mode; hits give high values; 310,000 compounds, 0.44% hits; Mas-related G-protein coupled receptor member X1 (Homo sapiens), Q96LB2; B-score at 10 µM;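 active = calcium response B-score plate-corrected fluorescence ratio at least 3 library SD, with starting fluorescence B-score inside 5 SD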
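Material: HEK293 cells stably expressing human MrgX1 receptor | Quantity: 15,000 cells per well | Times: Cells plated overnight, dye loaded 0.5 h 37 °C, 0.5 h room temperature | Measured by: Kinetic Fluo-4 NW fluorescence of intracellular calcium | Control set: Positive and negative controls per plate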
ANO1 activ = TMEM16A chloride channel activators or potentiators, primary screen, cell-based, HTS. Anoctamin-1 (Mus musculus), Q8BHY3. HEK293 TMEM16A/YFP-H148Q/I152L, iodide quench fluorescence; hits give low values. B-score at 10 µM. 340,000 compounds, 0.3% hits. AID 623877, 2012;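 active = fluorescence-ratio B-score plate-corrected deviation score at least 3 library SD below zero, with starting fluorescence score within 5 deviations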;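 also: channel opened by trigger with iodide after compound preincubation; score built on the fluorescence ratio of max minus min over baseline; more negative score means more quench and so TMEM16A activation or potentiation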
TRPC6 act = mouse TRPC6 channel activators, primary screen, cell-based, HEK293, membrane potential dye; Short transient receptor potential channel 6 (Mus musculus), Q61143; HEK293-TRPC6 membrane potential dye fluorescence; hits give high values; B-score at 10 µM; 310,000 compounds, 0.13% hits; AID 2550, 2010;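 active = B-score of the integrated fluorescence ratio above library mean plus 3 SD, and starting fluorescence ratio within library mean plus 5 SD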;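 also: higher score means more depolarization so channel activation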
TRPC4 act = activators of mouse TRPC4 channel, primary screen, Fluo4 calcium, HEK293 TRPC4beta/mu-opioid cells | B-score at 10 µM | Fluo4 calcium fluorescence; hits give high values | Short transient receptor potential channel 4 (Mus musculus), Q9QUQ5 | 310,000 compounds, 0.49% hits;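 active = B-score above 5 SD of library B-scores, and initial fluorescence ratio not above library mean plus 5 SD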;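 also: positive B-score marks a calcium rise read as TRPC4 activation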
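Test system: HEK293 cells stably co-expressing mouse TRPC4beta and mu-opioid receptor | Schedule: Fluo4 dye loading 45 min at room temperature, 110 s recording | Measured by: Kinetic Fluo4 calcium fluorescence, 5 s baseline at 1 Hz | Evaluation: B score of integrated ratio | Controls: Buffer (low) and maximal DAMGO (high)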
SKKanGAS inh = S. pyogenes SKKanGAS growth inhibitors in kanamycin, primary screen, streptokinase expression inhibitor project, SKKanGAS strain, BacTiter-Glo luminescence; 6 h; inhibition, % at 7.5 µM; 300,000 compounds, 1.3% hits; AID 1662, 2009;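 active = mean replicate score, as percent of positive control median, at least 50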;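 also: strain carries kanamycin resistance gene driven by streptokinase promoter and grows in 40 µg/ml kanamycin; loss of luminescence reflects streptokinase promoter inhibition or plain growth inhibition; 0% = median of DMSO wells and 100% = positive control at its reference dose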
TRPC4 block = inhibitors of mouse TRPC4 channel, primary screen, Fluo4 calcium, HEK293 TRPC4beta/mu-opioid cells; DAMGO-evoked Fluo4 calcium flux; hits give low values; B-score at 10 µM; 300,000 compounds, 0.39% hits;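 active = B-score over 3 SD under the library average, no early fluorescence shift, positive overall ratio signal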
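Assay system – HEK293 line stably carrying TRPC4beta and mu-opioid receptor · Doses – single dose · Detection – Fluo4 calcium-dye fluorescence, kinetic read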
MrgX1 allo act = positive allosteric modulators of MrgX1, primary screen, HEK293 cells, Fluo-4 calcium flux. 310,000 compounds, 0.63% hits. AID 588675, 2011. B-score at 10 µM. FDSS; hits give high values;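 active = plate-corrected calcium response at least 3 library SD above typical, normal starting fluorescence, not activating the receptor alone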;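 also: compound read alongside a low EC10 to EC30 dose of BAM8-22 agonist; peak minus trough fluorescence over baseline measured at the second addition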
ANO1 block = TMEM16A chloride channel inhibitors, primary screen, cell-based, HTS | Anoctamin-1 (Mus musculus), Q8BHY3 | HEK293 TMEM16A/YFP iodide influx fluorescence, ionomycin | normalized B-score (activity score, 25-100; higher = stronger inhibition) at 10 µM | 310,000 compounds, 1.2% hits;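 active = ratio plate-corrected score three or more library SD toward inhibition, starting fluorescence score within five deviations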;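 also: score derived from kinetic fluorescence span divided by baseline fluorescence per well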
* marks the source's active call; other numbers are inactive results; i = inactive; . = no result given.

Value order: TRPC6 inh, MrgX1 antag, TRPC4 PAM, MrgX1 ag, ANO1 activ, TRPC6 act, TRPC4 act, SKKanGAS inh, TRPC4 block, MrgX1 allo act, ANO1 block
1) Cc1cc(C)c2sc(N)nc2c1
 : i, i, i, i, i, i, i, ., i, i, i
2) COc1ccc2c(C)c(CCC(=O)NCCCN3CCCC3=O)c(=O)oc2c1C
 : i, i, i, i, i, i, i, 1.3, -6*, i, i
3) CCN(CC)S(=O)(=O)c1ccc2oc(C(=O)N3CCc4ccccc4C3)c(C)c2c1
 : i, i, i, i, i, i, i, 6.4, i, i, i
4) Cn1c(=O)c2c(nc(Oc3cccc(Br)c3)n2C)n(C)c1=O
 : i, i, i, i, i, i, i, 3.4, i, i, i
5) COc1ccc(C(C)NC(=O)c2ccc([N+](=O)[O-])cc2)cc1OC (configuration not stated)
 : i, -5.45*, i, i, i, i, i, -0.2, i, i, i
6) CCN1C(=O)/C(=C/c2cnn(CC)c2C)SC1=S
 : i, i, i, i, i, i, i, -13.6, i, i, i
7) Cc1c(NC(=S)NC(NC(=O)CC(C)C)C(Cl)(Cl)Cl)c(=O)n(-c2ccccc2)n1C (configuration not stated)
 : i, i, i, i, i, i, i, 3.9, i, i, i
8) COCCOC(=O)c1c(C)oc2ccc(OCc3cc(C(=O)OC)oc3C)cc12
 : i, i, i, i, i, i, i, -6.3, i, i, i
9) Cc1ccc(/C=N/NC(=O)c2cc(C)oc2C)cc1
 : i, i, i, i, i, i, i, 2.8, i, i, i
10) CCCCn1c(SCC(=O)N(CC)C2CCS(=O)(=O)C2)nc2cc(S(N)(=O)=O)ccc21 (configuration not stated)
 : i, i, i, i, i, i, i, -1.6, i, i, i
11) CCOc1ccc(NC(=O)N2CCC(NC(=O)C(Cc3ccccc3OC)NC(C)=O)CC2)cc1 (configuration not stated)
 : i, i, i, i, i, i, i, -1.6, i, i, i
12) OC(C#CCN1CCCCCC1)(c1ccccc1)c1cccnc1 (configuration not stated)
 : -7.28*, i, i, i, i, i, i, -2.9, i, i, i
13) COc1ccc(N2C3=C(CC4=C2CC(C)(C)CC4=O)C(=O)CC(C)(C)C3)cc1
 : i, i, i, i, i, i, i, -10.1, i, i, i
14) Cc1cc2c(cc1C)/C(=N/NC(=O)c1ccccn1)CCC2
 : i, i, i, i, i, i, i, -1.0, i, i, i
15) O=C(OC1CCOC1=O)c1ccc(NS(=O)(=O)c2cccs2)cc1 (configuration not stated)
 : i, i, i, i, i, i, i, -1.5, i, i, i
16) Cc1ccc(S(=O)(=O)O/N=C2\CCCc3ccccc32)cc1
 : i, i, i, i, i, i, i, 2.8, i, i, i
17) O=C(NCc1ccncc1)c1cn(-c2ccccc2)nc1-c1cccnc1
 : i, i, i, i, i, i, i, 1.2, i, i, i
18) COCCCNc1nc2c(c(=O)[nH]c(=O)n2C)n1CC(O)COc1ccccc1 (configuration not stated)
 : i, i, i, i, i, i, i, 1.3, i, i, i
19) CCCCN(CCCC)C(=S)NC(=O)C(C)(C)C
 : i, i, i, i, i, i, i, 4.1, i, i, i
20) Clc1ccc(-c2csc(-c3ccncc3)n2)cc1
 : i, i, i, i, i, i, i, -7.7, i, i, i
21) CC1CC(C)CN(C(=O)COC(=O)c2cc3ccccc3cc2O)C1 (configuration not stated)
 : i, i, i, i, i, i, i, -7.4, i, i, i
22) CCN(CC)C(=O)Cn1cc(S(=O)(=O)CC(=O)NCc2ccc(F)cc2)c2ccccc21
 : i, i, i, i, i, i, i, -1.5, i, i, i
23) Cc1nnc(SCCn2c(N3CCCCC3)nc3c2c(=O)n(C)c(=O)n3C)s1
 : i, i, i, i, i, i, i, 8.3, i, i, i
24) N#Cc1ccc(C(=O)Nc2nc(-c3cccs3)c(C(=O)C(F)(F)F)s2)cc1
 : i, i, i, i, i, i, i, 36.1, i, i, i
25) Cc1cc(C)c(S(=O)(=O)c2ccccc2F)c(=O)[nH]1
 : i, i, i, i, i, i, i, 4.3, i, i, i
26) COc1ccc(N2C(=O)C3CCCN3C2c2cccs2)cc1 (configuration not stated)
 : i, i, i, i, i, i, i, -0.6, i, i, i
27) CCn1cc(S(=O)(=O)Nc2cc(C)ccc2F)cn1
 : i, i, i, i, i, i, i, -1.1, i, i, i
28) O=C(C1CCN(S(=O)(=O)c2cccc3nsnc23)CC1)N1CCn2c1nc1ccccc12
 : i, i, i, i, i, i, i, 1.0, i, i, i
29) O=C(COC(=O)c1cnccn1)NCc1ccc2c(c1)OCO2
 : i, i, i, i, i, i, i, -5.3, i, i, i
30) Cc1cc(C)c2sc(NNC(=O)C3COc4ccccc4O3)nc2c1 (configuration not stated)
 : ., i, ., i, i, ., ., ., ., i, i
31) Cc1cccc(NC(=O)C2CCCN2/C=C/C(=O)C(F)(F)F)c1C (configuration not stated)
 : i, i, i, i, i, i, i, 1.1, i, i, i
32) Cn1ncc(C(=O)N=S(C)(=O)c2ccccc2)c1[N+](=O)[O-] (configuration not stated)
 : i, i, i, i, i, i, i, -0.3, i, i, i
33) Cc1cc(OCC(O)CN)ccc1Cl (configuration not stated)
 : i, i, i, i, i, i, 143*, 9.5, i, i, i
34) O=C(Nc1ccc(C(=O)NCc2ccc(F)cc2)cc1)C1=CSCCO1
 : i, i, i, i, i, i, i, 50.6*, i, i, i
35) CCC(c1nnnn1Cc1ccco1)N(CCN1CCOCC1)Cc1cc2cc(C)ccc2[nH]c1=O (configuration not stated)
 : i, i, i, i, i, i, i, 6.6, i, i, i
36) COCCNC(=S)Nc1cc(S(=O)(=O)N2CCOCC2)ccc1N1CCCCC1
 : i, i, i, i, i, i, i, -7.5, i, i, i
37) O=C(C(=O)N1CCN(C(=O)c2ccco2)CC1)c1c[nH]c2ccccc12
 : i, i, i, i, i, i, i, 0.4, i, i, i
38) COC(=O)NC1(C(F)(F)F)C(=O)NC(C)=C1C(=O)OC (configuration not stated)
 : i, i, i, i, i, i, i, -2.3, i, i, i
39) CCOc1ccc(/C(O)=C2/C(=O)C(=O)N(c3ccccn3)C2c2ccc(Cl)cc2)c(C)c1 (configuration not stated)
 : i, i, i, i, i, i, i, 64.3*, i, i, i
40) Cc1ccc(NC(=O)CCc2ccc(S(=O)(=O)N3CCOCC3)cc2)c(C)c1
 : i, i, i, i, i, i, i, -3.6, i, i, i
41) CCC(C)(C(=O)NC1CCCC1)N(C(=O)CNC(C)=O)c1ccc(C)cc1 (configuration not stated)
 : i, i, i, i, i, i, i, 1.0, i, i, i
42) Cc1onc(-c2ccccc2)c1C(=O)NC(C)C
 : i, i, i, i, i, i, i, -3.7, i, i, i
43) CN(CCCC1CCCC1)C(=O)c1cc(COc2ccc(F)c(F)c2)on1
 : i, i, i, i, i, i, i, 9.4, i, i, i
44) O=C(NCCc1ccccc1)Oc1ccc(Cl)cc1
 : i, i, i, i, i, i, i, 6.1, i, i, i
45) CC(=O)Nc1ccc(NC(=O)c2ccccc2Sc2ccc([N+](=O)[O-])cc2Cl)cc1
 : i, i, i, i, i, i, i, -2.2, i, i, i
46) Cc1cc(NC(=O)CCCn2cc([N+](=O)[O-])cn2)n(Cc2ccc(F)cc2)n1
 : i, i, i, i, i, i, i, -12.7, i, i, i
47) Cc1cccc(CCNC(=O)c2cccc(NC3=NC4CS(=O)(=O)CC4S3)c2)c1 (configuration not stated)
 : i, i, i, i, i, i, i, -5.2, i, i, i
48) CCO[C@@H]1OC(C(=O)O)=C[C@H](c2cn(C(C)=O)c3ccccc23)[C@H]1CCCO
 : i, i, i, i, i, i, i, -3.8, i, i, i
49) CCOc1ccc2cc(C3CC(c4ccco4)=NN3S(C)(=O)=O)c(Cl)nc2c1 (configuration not stated)
 : i, i, i, i, i, i, i, 2.7, i, i, i
50) CCCCCCC(O)(c1ccc(OC)cc1)C(CN1CCOCC1)c1ccccc1 (configuration not stated)
 : i, i, i, i, i, i, i, 5.9, i, i, i
51) COCC(C)NCc1ccccc1C (configuration not stated)
 : i, i, i, i, i, i, i, -5.1, i, i, i
52) CCOc1ccc(N(Cc2cc3cc(OC)ccc3[nH]c2=O)C(=O)C2CCCO2)cc1 (configuration not stated)
 : ., i, ., i, i, ., ., ., ., i, i
53) CCOC(=O)C1=C(O)/C(=C\c2ccc(CNS(=O)(=O)c3ccc(Br)cc3)o2)N=C1C
 : i, i, i, i, i, i, i, 3.8, i, i, i
54) Cn1c(=O)oc2cc(S(=O)(=O)NC3CCN(Cc4ccccc4)CC3)ccc21
 : i, i, i, i, i, i, i, -1.2, i, i, i
55) Cc1nn(-c2ccccc2)c2c1C(c1ccc([N+](=O)[O-])cc1)N1C(=N2)C(=O)Nc2ccccc21 (configuration not stated)
 : i, i, i, i, i, i, i, 30.4, i, i, i
56) O=c1ccc(Cc2ccc(Cl)cc2)n[nH]1
 : i, i, i, i, i, i, i, 2.6, i, i, i
57) Cc1cc(C)nc(NC(=O)c2cccs2)c1
 : i, i, i, i, i, i, i, -4.2, i, i, i
58) CSc1ccccc1OCc1cc(C(=O)NCCC2=CCCCC2)no1
 : i, i, i, i, i, i, i, -0.4, i, i, i
59) CC1CN(C(=O)CN2C(=O)NC3(CCCCCCC3)C2=O)CC(C)O1 (configuration not stated)
 : i, i, i, i, i, i, i, -1.2, i, i, i
60) C=CCc1cccc(C=Nc2cccn3cc(-c4ccccc4)nc23)c1O
 : i, i, i, i, i, i, i, 5.7, i, i, i
61) O=C(CCc1nc(-c2ccccc2)c(-c2ccccc2)o1)OCc1ccc(Cl)cc1
 : i, i, i, i, -5.53*, i, i, -1.5, i, i, i
62) COCCNC(=O)NC12CC3(C)CC(C)(CC(C)(C3)C1)C2
 : i, i, i, i, i, i, i, 5.6, i, i, i
63) COCc1nnc(NC(=O)c2ccc(S(=O)(=O)N3CCCCCC3)cc2)o1
 : i, i, i, i, i, i, i, 0.6, i, i, i
